# Source: PubChem (National Center for Advancing Translational Sciences (NCATS))
# RXFP1 agonist: qHTS Assay for Agonists of the Relaxin Receptor RXFP1; 0.3% of 370,000 active; Potency, µM (doses to about 57.5 µM), for inactives: top-dose activation, usual class: activators; AID 2676, 2010; HEK293T-RXFP1 cAMP TR-FRET, 30 min; response scale: percent of porcine relaxin response, buffer zero; also: potency is read from the fitted curve at half-maximal effect; % is scaled to controls: 0 for no effect and ±100 for the full control effect; nearly all actives have a fitted effect of over 60% in size; many of its hits are not listed in these tables
#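 cAMP rise read by TR-FRET after 30 min, 37C compound exposure (up to 58 uM) in RXFP1-transfected HEK293 cells with Ro 20174 present. EC50 from Hill-equation fits, with 29 nM porcine relaxin as 100% and buffer as basal.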
# USP1-UAF1 inh: Inhibitors of USP1/UAF1: Primary Screen | Ubiquitin carboxyl-terminal hydrolase 1 (Homo sapiens), O94782 | recombinant USP1/UAF1, Ub-Rhodamine cleavage fluorescence | Potency, µM (doses to about 57.1 µM), for the others: at the highest dose activity change, negative = inhibition, hits mostly inhibitors | 0.23% of 390,000 active; also: potency is read from the fitted curve at half-maximal effect; % is scaled to controls: 0 for no effect and ±100 for the full control effect; nearly all actives have a fitted effect of over 60% in size; inactives centre near -12
#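 High-throughput fluorogenic screen: 1nM USP1/UAF1 complex, Ub-Rho substrate 150nM final, 50mM HEPES pH 7.8 with 0.5mM EDTA, 0.1 mg/ml BSA, 1mM TCEP and 0.01% Tween-20.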
# mIDH1 inhibitor: qHTS for Inhibitors of mutant isocitrate dehydrogenase 1 (IDH1): qHTS; 0.093% of 390,000 active; Isocitrate dehydrogenase [NADP] cytoplasmic (Homo sapiens), O75874; Potency, µM (highest dose often 76.6 µM), inactives show at the top dose activity change, negative = inhibition, usual class: inhibitors; AID 602179, 2012; IDH1-R132H enzyme, NADPH consumption, diaphorase/resazurin fluorescence; also: potency is read from the fitted curve at half-maximal effect; % is scaled to controls: 0 for no effect and ±100 for the full control effect; nearly all actives have a fitted effect of over 65% in size
# Target sequence (O75874 whole entry R132H, stated change not applied): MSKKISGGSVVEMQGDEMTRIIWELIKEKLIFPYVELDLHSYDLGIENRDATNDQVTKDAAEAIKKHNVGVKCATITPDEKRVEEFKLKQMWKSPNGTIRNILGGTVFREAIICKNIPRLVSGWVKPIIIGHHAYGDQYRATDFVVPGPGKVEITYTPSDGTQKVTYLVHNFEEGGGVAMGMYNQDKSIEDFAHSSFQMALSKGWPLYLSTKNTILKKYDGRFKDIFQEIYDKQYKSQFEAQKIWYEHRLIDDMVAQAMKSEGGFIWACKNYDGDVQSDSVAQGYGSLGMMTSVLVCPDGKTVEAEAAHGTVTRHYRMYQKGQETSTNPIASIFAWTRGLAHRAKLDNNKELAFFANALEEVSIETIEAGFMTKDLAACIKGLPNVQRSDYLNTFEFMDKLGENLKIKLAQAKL
#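 IDH1-R132H (0.5 ug/mL) preincubated 30 min with compound, then NADPH (0.016 mM) and alpha-KG (2 mM) added; 80 min at RT, pH 7.5. Remaining NADPH coupled via diaphorase/resazurin to fluorescence (540/590 nm); concentration-response curves normalized to no-enzyme control.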
# Vif-APOBEC3G blk: qHTS for Inhibitors of Vif-A3G Interactions: qHTS; DNA dC->dU-editing enzyme APOBEC-3G (Homo sapiens), Q9HC16; 0.076% of 410,000 active; HeLa A3G-eYFP + Vif (tagged APOBEC3G with the HIV-1 protein that degrades it), YFP fluorescence, overnight; Potency, µM (doses to about 46.1 µM), inactives show at the highest dose activity, negative = active, usual class: inhibitors;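 also: potency is read from the fitted curve at half-maximal effect; % is scaled to controls: 0 for no effect and ±100 for the full control effect; nearly all actives have a fitted effect of over 60% in size; hits raise eYFP signal because A3G escapes Vif-driven loss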
#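 HeLa cells stably expressing Vif and C-terminally eYFP-tagged A3G, seeded overnight at 37 deg C, then exposed to compound by pintool overnight at 37 deg C. Rise in yellow fluorescence (Ex 488/Em 500-530, Acumen) marks blocked Vif-driven A3G degradation.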
# LDHA inh: qHTS assay for inhibitors of human lactate dehydrogenase; L-lactate dehydrogenase A chain (Homo sapiens), P00338; purified LDHA, NADH/diaphorase-resazurin fluorescence; stronger effect = lower value; activity change, % (values are at about 110 or 230 µM); 0.15% of 480,000 active; AID 1347041, 2019; in the data active = activity change below about -30%; inconclusive = mostly about -25% to -30%;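 also: plate controls were DMSO wells for no effect and wells without enzyme for full effect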
#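 Human LDH5 at 2 nM final in Tris HCl pH 7.4 with 0.06 mM NADH and 0.2 mM pyruvate, reacted 5 minutes at room temperature. Remaining NADH coupled via diaphorase/resazurin; resorufin fluorescence read at 0 and 20 minutes, normalized to enzyme-free and DMSO wells.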
# Vif-A3F inh: qHTS for Inhibitors of Vif-A3F Interactions: qHTS; HeLa A3F-eYFP + Vif (tagged APOBEC3F with the HIV-1 protein that degrades it), YFP fluorescence increase; Potency, µM (series often up to 46.1 µM), for the others: at the top dose activity, negative = active; 0.2% of 390,000 active; AID 602313, 2012; also: potency is read from the fitted curve at half-maximal effect; % of control where 0% means no effect; nearly all actives have a fitted effect of over 65% in size
#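 HeLa cells stably expressing A3F-eYFP plus Vif, plated and incubated overnight at 37 deg C, then exposed to compounds overnight at 37 deg C. Blocked degradation read as raised yellow fluorescence (Ex 488/Em 500-530).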
# PI4K2A block: qHTS for small molecular inhibitors of PI4K2A | purified PI4K2A, ADP-Glo luminescence, 1 h; stronger effect = lower value | activity change, negative = inhibition, % at 76.9 µM | 0.13% of 420,000 active | AID 1346378, 2018; in the data active = activity change below about -50%; inconclusive = mostly about -30% to -49%;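 also: -100% = wells without enzyme as full effect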
# Target sequence (Q9BTU6 whole entry, looked up): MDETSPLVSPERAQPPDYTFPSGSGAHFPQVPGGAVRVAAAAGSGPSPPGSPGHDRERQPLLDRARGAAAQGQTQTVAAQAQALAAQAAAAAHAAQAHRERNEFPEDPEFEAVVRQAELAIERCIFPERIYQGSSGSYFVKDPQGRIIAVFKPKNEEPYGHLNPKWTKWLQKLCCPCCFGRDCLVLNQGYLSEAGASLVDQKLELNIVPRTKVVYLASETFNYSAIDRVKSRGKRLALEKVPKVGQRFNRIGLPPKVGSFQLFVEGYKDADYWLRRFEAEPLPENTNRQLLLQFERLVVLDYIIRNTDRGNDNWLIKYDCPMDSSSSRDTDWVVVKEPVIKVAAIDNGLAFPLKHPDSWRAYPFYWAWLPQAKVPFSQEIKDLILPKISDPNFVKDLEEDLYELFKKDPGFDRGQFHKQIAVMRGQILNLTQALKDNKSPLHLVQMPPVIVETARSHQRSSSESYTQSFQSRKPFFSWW
#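 Compounds are screened against recombinant PI4K2A using PI as substrate and ATP, the latter dispensed at 300 microM. Reactions run one hour at ambient temperature before ADP-Glo detection; full inhibition defined by wells lacking enzyme.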
# TrxR1 substrate: qHTS Assay for Substrates of Mammalian Selenoprotein Thioredoxin Reductase 1 (TrxR1): qHTS | Thioredoxin reductase 1, cytoplasmic (Rattus norvegicus), O89049 | purified TrxR1 substrate turnover, NADPH consumption readout | Potency, µM (doses to about 114 µM), inactives show top-dose activity change, negative = substrate turnover | 0.01% of 390,000 active | AID 588456, 2011; also: potency is read from the fitted curve at half-maximal effect; % is scaled to controls: 0 for no effect and ±100 for the full control effect; nearly all actives have a fitted effect of over 50% in size
#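 Rat TrxR1, dispensed at 90 nM, was prereduced with 400 uM NADPH (final) for 5 min at ~22 deg C, then incubated with compound 15 min before 400 uM selenite. A first-read NADPH fluorescence drop versus no-compound background flagged substrates.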
# GRP78 ERSR act: qHTS for Inducers of the Endoplasmic Reticulum Stress Response (ERSR) in Human Glioma: qHTS | Potency, µM, for inactives: at the top dose activation, usual class: activators | 0.02% of 420,000 active | U87-MG GRP78 promoter luciferase reporter, 16 h; also: potency is read from the fitted curve at half-maximal effect; series mostly up to about 76 µM; % of control where 0% means no effect; nearly all actives have a fitted effect of over 35% in size
#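 ERSR induction read as luciferase luminescence (Bright-Glo, 10 min at room temperature) in stably transfected human U87-MG glioma cells exposed to compounds for 16 h, using GRP78 as sensor.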
# Starred values were filed as active, the others as inactive; ? = inconclusive; . = no result given; & = joins results of further samples; [ ] = dose if it differs, or a comment. Unless noted, calls follow the shape of the dose curve; as a rule, active = well fitted curve in the direction sought with a large enough effect; inconclusive = small, poorly fitted or top-dose-only effect, or another doubt; inactive = no such curve, though single readings can be large; an effect the other way counts as inactive or inconclusive.
SMILES,RXFP1 agonist,USP1-UAF1 inh,mIDH1 inhibitor,Vif-APOBEC3G blk,LDHA inh,Vif-A3F inh,PI4K2A block,TrxR1 substrate,GRP78 ERSR act
Cc1cc(C(F)F)n2nc(C(=O)Nc3c(F)cc(F)cc3Br)nc2n1,0.9%,6.5%,5.0%,0.5%,0.3,-8.5%,4.6,6.6%[57.1 µM],-3.6%
CCn1c(=O)c(=O)n(CC)c2cc(N3CCCCC3)c(NC(=O)c3ccccc3OC)cc21,2.9%,-8.8%,-15.2%,3.8%,6.9,-11.9%,0.8,-4.5%,-2.6%
Cc1ccc(C(C)NC(=O)c2ccco2)cc1 (stereo not drawn),-2.1%,-10.7%,1.8%,0.9%,-1.9,-9.3%,-3.4,5.4%[57.1 µM],-2.7%
COc1ccc(NC(=O)COc2ccc(-c3ccccc3)cc2)cc1,2.2%,-9.0%,3.7%,-3.6%,-4.8,-1.1%,7.3,-3.5%,-2.4%
CC1CCCN(S(=O)(=O)c2ccc(NC(=O)c3cccc(-n4cnnn4)c3)cc2)C1 (stereo not drawn),1.5%,-9.3%,-2.5%,0.2%,-7.0,6.5%,-0.5,3.4%,-1.4%
CCOC(=O)c1c(/N=C/C2C(=O)CCCC2=O)sc2c1CCCC2,0.1%,-11.1%,13.0%,2.8%,2.1,-4.6%,-2.6,-4.5%,-3.0%
Cc1ccc2c(c1)cc1c(=O)n(CC(=O)NCCCc3ccccc3)nc(C)n12,8.9%,-20.9%,0.0%,-3.6%,-0.9,2.7%,5.4,4.3%,-2.7%
CCc1ccc(C(=O)COC(=O)CNC(=O)CNC(=O)Cc2ccccc2)cc1,1.2%,-13.3%,2.4%,1.6%,-1.4,-2.7%,-3.3,6.0%[57.1 µM],0.0%
Cc1cc(C(=O)Nc2ccc3c(c2)OCO3)cs1,1.7%,-7.2%,22.0%,0.6%,0.0,-3.7%,-1.8,3.0%,0.6%
Cc1cc(C(=O)NNC(=O)c2ccc(C)c([N+](=O)[O-])c2)c(C)o1,0.1%,-9.9%,-1.8%,0.5%,1.6,1.3%,-4.8,-5.0%[57.1 µM],-5.7%
CCn1c(SCC(=O)C(C)(C)C)nnc1-c1cnccn1,-0.2%,-4.7%,4.3%,0.3%,-4.6,5.2%,7.2,4.7%,-0.4%
Cc1ccc2c3c(cccc13)-c1ccccc1C2=O,1.1%,-27.0%,8.2%,3.5%,0.7,-13.9%,5.0,0.1%,4.6%
COC(=O)Nc1sc2c(c1C(N)=O)CCCCCC2,0.2%,-5.9%,1.4%,-0.8%,-9.2,3.9%,2.5,1.7%[57.1 µM],1.4%
O=C(Cc1ccccc1[N+](=O)[O-])NCCCN1CCOCC1,2.1%,-13.7%,8.7%,-5.8%,-6.4,-16.6%,0.9,9.6%[57.1 µM],2.2%
O=C(O)c1nc(N2CCCCC2)ncc1Cl,5.0%,-20.5%,12.1%,-2.4%,-6.3,6.8%,-1.3,-7.6%,-3.6%
C=C[C@]1(C)C=C2CC[C@H]3[C@@](C)(CCC[C@@]3(C)C(=O)O)[C@@H]2CC1,.,1.0%,?,0.4%,9.8,-3.4%,1.6,-8.8%,-0.8%
COc1ccc(C)cc1NC(=O)CNC(C)C(=O)Nc1ccc(C(C)=O)cc1 (stereo not drawn),7.4%,-1.8%,6.3%,-1.6%,0.7,-2.8%,10.0,2.6%,4.2%
CN(Cc1ccccc1)C(=O)COC(=O)c1ccc(Br)c(S(=O)(=O)N2CCOCC2)c1,.,-16.9%,-9.6%,3.4%,-10.1,1.8%,-0.3,0.7%,1.4%
CCn1c(SCc2ccc(C(=O)OC)o2)nc2sc3c(c2c1=O)CCCC3,3.6%,-17.9%,3.0%,0.6%,7.5,-8.9%,1.2,-6.0%[57.1 µM],-2.8%
CCCCn1c(Oc2ccc(C(=O)OC)cc2)nc2c1c(=O)n(C)c(=O)n2C,1.5%,-3.6%,8.7%,0.9%,2.2,-4.0%,-2.4,-1.8%,-4.0%
COCCCn1c(=N)c(S(=O)(=O)c2ccccc2)cc2c(=O)n3cc(C)ccc3nc21,10.6%,-30.9%,-1.6%,2.0%,2.5,7.0%,8.6,103.1%[activator],-3.1%
CC(=O)c1sc(NS(=O)(=O)c2ccc(C)cc2)nc1C,29.7%,-16.3%,-4.7%,-0.7%,-8.2,4.8%,-6.2,-5.5%[57.1 µM],1.4%
CCOc1ccc(NCc2cccn2-c2nnc(N3CCC(C(=O)NCc4ccc(C)cc4)CC3)s2)cc1,-2.9%,-26.3%,.,.,-4.8,.,-0.3,-0.4%,.
CC(=O)Nc1ccc(S(=O)(=O)N2CCSC2c2ccco2)cc1 (stereo not drawn),-1.2%,-11.7%,-2.7%,0.6%,-5.9,-4.2%,2.3,-2.0%[57.1 µM],-1.2%
COc1ccc(Nc2cc(C(=O)NCCCN3CCOCC3)c3ccccc3n2)c(OC)c1,-1.5%,-18.4%,-0.6%,-3.7%,1.4,1.3%,1.1,12.2%[57.1 µM],0.5%
O=C(CSc1ccccn1)Nc1cccc(NC(=O)CSc2ccccn2)n1,-1.3%,-16.8%,-1.8%,-4.1%,-9.8,-14.3%,-2.6,2.4%[11.4 µM],-0.3%
COc1cc(Cl)c(C)cc1NC(=O)CC1Oc2ccccc2NC1=O (stereo not drawn),-3.6%,?,-2.0%,-0.2%,-23.4,-1.8%,-1.4,-6.5%,-5.8%
COC(=O)c1ccc(Cn2nc([N+](=O)[O-])c(Br)c2C)cc1,-0.6%,0.6%,10.2%,-7.0%,-1.5,1.2%,2.1,-6.5%,-8.2%
CCN(CC(=O)Nc1ccc(NC(C)=O)cc1)C(=O)c1c(C)nn(-c2ccc(F)cc2)c1Cl,.,-13.1%,5.8%,-1.5%,-10.4,1.7%,3.4,-2.1%,-2.4%
Clc1cccc(N2CCN(c3nc4ccccc4c4nc(-c5cccnc5)nn34)CC2)c1,?,-16.1%,-14.4%,-0.7%,-3.3,-2.3%,-2.3,-4.1%,-2.7%
CC(C)CNC(=O)CSc1ccc(Cl)cc1,0.1%,-9.0%,2.3%,1.0%,1.4,1.9%,-2.2,9.2%[57.1 µM],1.2%
COc1ccc(OC)c(CCNC(=O)Cn2ncc3c([nH]c4ccccc43)c2=O)c1,6.0%,-13.3%,0.0%,-0.5%,2.5,-0.8%,1.6,-0.1%,-4.5%
CCCCNC(=S)N(C)/N=C/c1ccccc1F,1.7%,-29.7%,8.5%,-6.3%,-2.4,1.2%,-5.4,-7.7%,-1.9%
CC(=O)Oc1ccccc1C(=O)Nc1ccccc1C(=O)N1CCCC1,-0.2%,2.0%,14.6%,0.5%,2.7,-15.3%,-2.9,-10.0%,-3.6%
Cc1ccc(C2C(C#N)=C(N)SC(N)=C2C#N)c(C)c1,13.3%,-17.8%,-1.0%,?,15.4,.,-19.4,-4.3%,5.1%
O=C(CSc1ncn[nH]1)c1ccc2c(c1)OCCO2,0.1%,-17.5%,0.2%,3.5%,4.4,-1.9%,1.4,-1.9%,4.6%
Cc1ncc(CO)c2cc(-c3nnc(Nc4ccc5c(c4)OCO5)s3)c(=O)oc12,-0.2%,-10.8%,-5.1%,0.0%,-2.0,7.0%,-9.8,0.2%,-1.9%
CN1CCN(S(=O)(=O)c2cccc(C(=O)Oc3ccccc3Cl)c2)CC1,0.0%,-19.9%,1.8%,1.0%,1.1,4.6%,1.7,0.9%,-4.3%
CCn1c(SCC(=O)Nc2ccc(C(C)=O)cc2)nc2nc3c(cc2c1=O)COC(C)(C)C3,?,-16.6%,0.0%,-6.3%,-7.8&-11.6,?,0.6,2.7%,6.5%
O=C(N/N=C1\CCS(=O)(=O)c2ccc(F)cc21)c1ccc([N+](=O)[O-])cc1,0.0%,-23.6%,-4.0%,-4.3%,2.0,-0.9%,-1.5,-4.1%,-3.6%
O=C(NCc1cccs1)c1ccc(Cl)s1,0.0%,-15.7%,1.3%,-0.1%,-9.9,1.8%,5.4,5.5%[57.1 µM],6.6%
CC(C)OC(=O)CSc1nnc(-c2cnccn2)n1Cc1ccco1,0.9%,-7.2%,-0.5%,2.2%,-6.7,-0.6%,38.6,-7.3%,-0.1%
OC[C@@H]1CN(Cc2cccs2)C[C@H](n2cnc3c(NC4CCCC4)ncnc32)O1,.,.,.,-1.5%,-6.2,.,-6.2,.,0.6%

# These rows are one share of the data. The share of hits here may be higher or lower than overall.
